# GPR35 arrestin U2OS: inhibition of zaprinast-stimulated GPR35 beta-arrestin translocation – imaging, U2OS, beta-arrestin-GFP, zaprinast agonist, primary screen (AID 2058) | U2OS GPR35 beta-arrestin-GFP translocation imaging, zaprinast antagonism; higher % means a stronger effect | 290,000 compounds, 0.052% hits | inhibition, % at 10 µM; hits with a dose series show IC50 in µM;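 active means inhibition of at least 50% with at least 30 cells and total cytoplasm GFP at most 10,000,000; inconclusive means under 30 cells or total GFP of 10,000,000 plus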
# K1F lysis inhibition: protection from phage-mediated lysis, alamar blue read-out – E. coli UTI89, K1F phage, bacterial capsule biogenesis inhibitors (AID 488966); E. coli UTI89 K1F phage lysis, alamar blue, 2 h; higher % means a stronger effect; one-dose inhibition, % at 100 µM; IC50 in µM for titrated hits; 340,000 compounds, 0.02% hits;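 active means phage lysis inhibition, versus mean bacterial control, above a set limit; inconclusive means no clear call, values can overlap the other calls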;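 further: capsule biogenesis inhibitors block K1F phage lysis so surviving cells raise fluorescence; higher fluorescence means more inhibition of phage lysis; actives were called in the ten point dose series up to 300 µM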
# MgcRacGAP inhibition: MgcRacGAP GTPase-activating activity inhibitors, confirmation, biochemical, ADP Hunter fluorescence; inhibition, % at 30 µM, or IC50 in µM where a hit was titrated; 340,000 compounds, 0.6% hits; MgcRacGAP-stimulated Rac1 GTP hydrolysis, ADP Hunter fluorescence; higher % means a stronger effect; GST-tagged Rac1 F28L mutant substrate;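 active means first-screen hits whose inhibition reached a set limit at any dose in the follow-up dose series; inconclusive means inhibition above the set first-screen limit but never retested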;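 further: fluorescence reports GDP produced by GAP-driven GTP hydrolysis; strong numbers were not always called active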
# HIV peptide binding: inhibitors of HIV fusion peptide binding, primary screen, biochemical, uHTS, fluorescence dequenching (AID 1986); cell-free peptide binding, fluorescence dequenching, 30 min; higher % means a stronger effect; inhibition, % at 20 µM; hits with a dose series show IC50 in µM; 290,000 compounds, 0.3% hits; in the data active means inhibition mostly above about 52%, no sharp cut-off; inactive means mostly below about 76%; further: some results filed as inactive read as strong as hits
# SV40 large T antigen: SV40 large T antigen inhibitors, biochemical (AID 1903). SV40 large T antigen ATPase/helicase inhibition assay; higher % means a stronger effect. one-dose inhibition, % at 20 µM; IC50 in µM for titrated hits. 310,000 compounds, 0.39% hits; in the data active means a potency from the dose series; inconclusive means inhibition mostly from about 32% at the one dose, without a potency; inactive means the rest, 99 in 100 with inhibition below about 32%; further: strong numbers were not always called active
# Dengue-2 NS5 capping: flavivirus cap methylation enzyme inhibition – biochemical, confirmation dose response, primary screen (AID 588689). Dengue-2 NS5 methyltransferase capping enzyme assay, biochemical; higher % means a stronger effect. inhibition, % at 25 µM; hits with a dose series show IC50 in µM. 340,000 compounds, 0.3% hits; in the data active means a potency from the dose series; inconclusive means inhibition above about 29% without an active follow-up result
# RSV CPE inhibition: RSV antiviral activity via CPE protection, HEp-2 cells, primary 10 µM value included (AID 2391) | HEp-2 cells, RSV-induced CPE inhibition; higher % means a stronger effect | one-dose CPE inhibition, % at 10 µM; IC50 in µM for titrated hits | 310,000 compounds, 0.13% hits; in the data active means a potency from the dose series; inconclusive means CPE inhibition mostly from about 23% at the one dose, without a potency; inactive means the rest, 99 in 100 with CPE inhibition below about 21%; further: strong numbers were not always called active
# Salmonella PhoP GFP: inhibitors of PhoP regulon expression, primary screen, Salmonella Typhimurium, GFP reporter (AID 1863). inhibition, % at 50 µM; hits with a dose series show IC50 in µM. 300,000 compounds, 0.16% hits. S. Typhimurium PhoP-regulated promoter GFP reporter, 4 h; higher % means a stronger effect;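 active means inhibition over 29.93%, a cutoff 3 SD above the screen mean, later confirmed by dose response; inconclusive means inhibition over 29.93% but no dose response follow-up; inactive means inhibition at most 29.93% or unconfirmed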;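 further: 0% = low Mg2+ inducing control and 100% = high Mg2+ repressing control; strong numbers were not always called active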
# GPR55 antagonists: inhibition of LPI-stimulated GPR55 beta-arrestin translocation – imaging, U2OS, beta-arrestin-GFP, LPI agonist, primary screen (AID 2013); U2OS GPR55 beta-arrestin-GFP translocation imaging, LPI antagonism; higher % means a stronger effect; 290,000 compounds, 0.13% hits; inhibition, % at 10 µM; hits with a dose series show IC50 in µM;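 active means spots per cell inhibited over 60%, with over 100 cells counted and total cytoplasm intensity under 500,000; inconclusive means wells with under 100 cells, flagged as likely toxic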;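 further: U2OS cells stably carrying GPR55 and arrestin-GFP stimulated by 5 µM LPI near EC80; imaged beta-arrestin-GFP aggregate spots per cell after agonist stimulation; plate controls were LPI-stimulated DMSO wells for no effect and DMSO wells without LPI for full effect; some results filed as inactive read as strong as hits; confirmed hits need IC50 under 10 µM and bright autofluorescent wells are also inconclusive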
# Dengue-2 NS5 capping pilot replicate: recorded beside Dengue-2 NS5 capping, whose call it bears; inhibition, %; measured here: pilot screen replicate inhibition
# * hit, by the source's call; i = inactive; u = inconclusive; x = not tested or not shown; & = joins results of further samples; [ ] = remark or other dose.
SMILES,GPR35 arrestin U2OS,K1F lysis inhibition,MgcRacGAP inhibition,HIV peptide binding,SV40 large T antigen,Dengue-2 NS5 capping,RSV CPE inhibition,Salmonella PhoP GFP,GPR55 antagonists,others
CCCCN(C(=O)/C=C/c1ccc(OCC(C)C)c(OCC)c1)c1c(N)n(CCC)c(=O)[nH]c1=O,-2%,0.0%,8%,1.4%,-12%,-2%,0.1%,-4%,3%,
CC(CCc1ccccc1)NC(=O)c1ccc(-n2cncn2)c([N+](=O)[O-])c1 (configuration not stated),x,0.7%[50 µM],5%,x,14%,-6%,-1.0%,-6%,x,
c1ccc(COc2ccc(OCCOCCn3cncn3)cc2)cc1,8%,-0.2%,3%,1.9%,2%,1%,8.8%,4%,-7%,
COc1ccc(CCN2CC(C(=O)N3CCSCC3)CCC2=O)cc1 (configuration not stated),2%,-0.6%[50 µM],1%,-0.5%,3%,-6%,2.0%,-3%,-1%,
CC(=O)c1ccc(N2CCN(C(=O)c3nn(Cc4ccccc4)c(=O)c4ccccc34)CC2)cc1,-2%,0.0%,5%,-1.1%,6%,-8%,5.5%,-2%,-9%,
Cc1ccc(C(C)C)c(OCC(=O)NCC(c2cccs2)N2CCOCC2)c1 (configuration not stated),x,-1.0%[50 µM],7%,x,10%,1%,9.1%,-7%,x,
Cc1ccc2cc(CN(c3ccccc3C)S(=O)(=O)c3ccccc3)c(=O)[nH]c2c1,4%,-0.3%,15%,-2.1%,8%,-4%,0.2%,-5%,4%,
Cc1cc(C)n(Cc2cccc(C(=O)N/N=C/c3cccnc3)c2)n1,-2%,1.6%[50 µM],0%,-0.9%,x,0%,x,x,-12%,
CCOC(=O)Nc1ccc(S(=O)(=O)Nc2cc(C)on2)cc1,19%,0.1%,8%,2.2%,9%,-8%,-0.7%,-18%,8%,
Cc1ccc(C(=O)CC(=O)COc2ccc(Cl)cc2)cc1,-8%,0.1%,12%,0.9%,13%,-4%,5.4%,7%,7%,
COc1cc2[nH]c(=S)nc(NCC3CCCO3)c2cc1OC (configuration not stated),6%,-3.5%,u,0.2%,-7%,-7%,0.4%,10%,24%,
Brc1ccc(OCCn2ccnc2)cc1,-15%,6.0%,6%,2.6%,10%,-3%,-0.6%,18%,17%,
CN(CC(=O)Nc1ccc(F)c(Cl)c1)S(=O)(=O)c1cccc2nsnc12,13%,0.0%,1%,-1.0%,0%,1%,1.8%,-16%,14%,
CCOc1ccccc1NC(=O)CCNC(=O)c1ccc(Cl)cc1,14%,0.1%,3%,-0.3%,-3%,1%,-0.5%,-2%,2%,
OCC1(CCOc2ccccc2)CCN(Cc2ccc3cccc(F)c3n2)CC1,16%,2.2%,2%,3.1%,3%,-1%,-0.6%,-7%,2%,
CCc1ccc(NC(=O)c2sc3nc(C)nc(N4CCN(c5ccccn5)CC4)c3c2C)cc1,7%,0.5%,5%,3.4%,8%,-20%,20%,1%,11%,
CN1C[C@@H]2C(c3ccc(C(F)(F)F)cc3)C3(c4ccc(C#N)cc4)CC2(C3)[C@H]1c1ccccc1 (some centres not stated),6%,-0.3%,1%,0.4%,3%,-4%,0.7%,-8%,0%,
CC1CCCCC1NC(=O)COC(=O)c1ccc2ccccc2n1 (configuration not stated),14%,0.3%,4%,2.2%,18%,2%,0.3%,-9%,11%,
Cc1cc(-c2nnc(CCC(=O)N(C)CCc3ccccc3)o2)no1,9%,0.4%,10%,1.2%,x,0%,1.0%,0%,-6%,
CN(Cc1ccccc1)C(=O)c1nc2ccccn2c1CNCCCOc1cccnc1,-2%,0.1%,8%,0.0%,16%,5%,-0.6%,-2%,-6%,
Cc1ccc(NC(=O)COc2ccccc2C=O)cc1Cl,9%,-0.9%,6%,1.3%,0%,-3%,7.1%,4%,0%,
Cc1cccc(C)c1OCCNC(=O)C(=O)NCc1ccco1,7%,0.1%,-4%,-0.2%,25%,0%,0.8%,4%,-18%,
CCC(C)(C(=O)NC1CCCC1)N(C(=O)CNC(=O)c1ccccc1)c1c(C)n(C)n(-c2ccccc2)c1=O (configuration not stated),-16%,-0.2%,-1%,-0.1%,-13%,0%,0.4%,3%,-5%,
CNC(=O)OCc1cccc(COC(=O)NC)n1,18%,1.1%,15%,5.5%,1%,-5%,0.5%,-10%,7%,
CCc1cc2cc(C(=O)Nc3ccc(C)cc3)sc2s1,-6%,0.4%,6%,2.7%,11%,1%,3.7%,8%,-6%,
COCCNC(=O)Cn1c(=O)n(CCC(=O)NCCc2ccccc2)c(=O)c2ccccc21,-6%,1.0%[50 µM],4%,-0.6%,5%,-7%,4.1%,-6%,0%,
CC(Sc1nnc(C(F)(F)F)n1C)C(=O)Nc1ccc(S(N)(=O)=O)cc1 (configuration not stated),-6%,0.2%,-1%,0.4%,10%,-2%,1.3%,1%,1%,
CC(C)CNC(=O)C(=O)NN=C1CCCCCC1,8%,-3.3%,4%,1.7%,24%,-10%,0.3%,-1%,-1%,
COc1ccc(C)cc1NC(=O)CNC(C)C(=O)Nc1cc(Cl)ccc1Cl (configuration not stated),10%,-0.6%,3%,-1.7%,4%,-4%,13%,-5%,-2%,
Cc1ccc(C(=O)Nc2nnc(-c3ccco3)o2)cc1,9%,i,-4%,9.0%,5%,-9%,-1.1%,-12%,8%,
Cn1c(SCc2ccccc2)nc2ccsc2c1=O,0%,0.5%,9%,-1.0%,-1%,-5%,2.1%,-2%,-6%,
CCCCn1c(-c2ccoc2C)n[nH]c1=S,-8%,-0.3%,-2%,3.7%,-12%,-8%,3.6%,-8%,2%,Dengue-2 NS5 capping pilot replicate=5.2
O=C(Nc1cc([N+](=O)[O-])ccc1C(=O)Nc1cccnc1)c1ccccc1,-20%,0.1%,9%,-7.3%,15%,3%,1.8%,7%,11%,
COc1cccc2[nH]c3ccccc3c(=O)c12,-9%,0.0%,9%,-0.6%,11%,-4%,3.3%,-2%,-19%,Dengue-2 NS5 capping pilot replicate=-1.5
O=[N+]([O-])c1ccc(/C=N/NC(=S)Nc2ccccc2F)o1,-12%,-1.4%[50 µM],7%,11%,8%,-3%,1.0%,1%,9%,
COC(=O)CNS(=O)(=O)c1ccc(C)cc1,7%,2.2%,0%,-0.3%,8%,0%,2.2%,-1%,16%,
CCOc1ccc(N2C(=O)/C(=C\c3ccccc3OC)S(=O)(=O)C2c2cccc([N+](=O)[O-])c2)cc1 (configuration not stated),6%,2.5%[50 µM],10%,0.6%,20%,-7%,15%,-3%,9%,
O=C(NCc1ccc(F)cc1)c1c(O)c2cccc3c2n(c1=O)CCC3,8%,2.8%,12%,0.0%,16%,1%,0.1%,-5%,0%,
O=[N+]([O-])c1ccc(N2CCC(O)CC2)nc1,3%,0.0%,2%,-0.4%,-2%,-4%,0.2%,8%,-4%,
CCOc1ccc2c(c1)C(=O)C(=O)N2CC1COc2ccccc2O1 (configuration not stated),-4%,-1.3%[50 µM],11%,-2.4%,11%,-12%,4.8%,-5%,3%,
COCCCNC(=S)Nc1ccc(OC(F)F)cc1C,6%,-0.3%,2%,-1.1%,6%,-4%,1.3%,-7%,0%,
C=CCNc1nc(C)nc(OC)n1,-4%,-2.9%,4%,-1.6%,-5%,-7%,1.4%,7%,-5%,
Cc1nc2cc(NC(=O)Nc3cccc(F)c3)ccc2n1C,-4%,0.5%,9%,-0.6%,x,-12%,1.9%,17%,6%,
COc1ccc(NC(=O)/C(Cl)=C(/Cl)S(=O)(=O)Cc2ccc(C)cc2)cn1,22%,-0.5%,u,34%,26%,-35%,x,0%,0%,
CCN(CC)C(=O)Cn1cc(C(=O)C(=O)N(CC)C2CCCCC2)c2ccccc21,14%,-0.1%,8%,1.3%,8%,-1%,1.5%,2%,14%,
O=C(CCN1C(=O)C2C3C=CC(C3)C2C1=O)Nc1ccc2c(c1)OCO2 (configuration not stated),5%,0.1%,1%,-1.6%,3%,-4%,0.0%,-12%,21%,
CCOc1cccc(C(=O)N(Cc2ccc(F)cc2)C2CCS(=O)(=O)C2)c1 (configuration not stated),-10%,6.5%,-2%,0.4%,2%,-6%,0.5%,8%,-3%,
CCCCC(=O)NCCNC(=O)c1cc(OCC(F)(F)F)ccc1OCC(F)(F)F,-13%,1.6%,10%,-1.3%,23%,10%,3.5%,31%,11%,
Cc1cc(NC(=O)Cn2nnc3sc4c(c3c2=O)CCC(C(C)(C)C)C4)no1 (configuration not stated),-2%,2.5%,12%,1.4%,-5%,0%,12%,2%,9%,
Cc1cccc(NC(=O)C2CCCN(S(=O)(=O)c3cccc4nonc34)C2)c1 (configuration not stated),-3%,0.8%,7%,1.3%,13%,x,-0.4%,-6%,7%,
O=c1[nH]c2ccccc2nc1/C=C(\O)C1CC1,18%,1.1%[50 µM],5%,1.5%,10%,-1%,1.4%,4%,7%,
CCn1c(=S)sc2c(=O)n(CC(=O)Nc3ccc(C(C)=O)cc3)c(C)nc21,-1%,0.2%,5%,3.9%,14%,-13%,1.4%,0%,-12%,
CC(C(=O)Nc1ccc(S(=O)(=O)N2CCCC2)cc1)N1CCc2ccccc2C1 (configuration not stated),x,0.2%[50 µM],3%,x,x,1%,6.7%,x,x,
CCn1c(CN2CCN(Cc3ccc(C)cc3)C(CCO)C2)nc2ccccc21 (configuration not stated),4%,-0.2%,-12%,1.0%,7%,3%,-1.7%,0%,6%,
CC(C)C(=O)Nc1ccc(Cl)cc1-c1nc2ccccc2[nH]c1=O,-3%,0.1%,11%,-2.6%,5%,-10%,0.5%,-1%,-3%,
COc1cccc(OCC(O)CN2CCN(c3ccccc3)CC2)c1 (configuration not stated),-8%&6%,-0.1%&0.1%,10%&4%,-0.8%&-0.2%,9%&8%,-2%&3%,0.3%&-1.3%,7%&-1%,4%&4%,

# Bioassay records from PubChem.
